West Nile antiviral = West Nile virus antiviral activity, cell-based, CPE readout (AID 1621); West Nile virus-infected cells, CPE inhibition; higher % means a stronger effect; CPE inhibition, % at 10 µM; hits with a dose series show IC50 in µM; 290,000 compounds, 0.02% hits; in the data active means a potency from the dose series; further: strong numbers were not always called active
human PMI inhibition = MPI enzyme activity inhibition – biochemical, fluorescence intensity, coupled assay, primary screen (AID 1209) | purified PMI enzyme, coupled fluorescence intensity; higher % means a stronger effect | one-dose inhibition, % at 20 µM; IC50 in µM for titrated hits | 190,000 compounds, 0.42% hits;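 further: plate controls were DMSO vehicle for no effect and wells lacking substrate for full effect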
TNAP activation fold = stimulation of alkaline phosphatase TNAP activity – biochemical, luminescent, no phosphate acceptor, uHTS, primary screen (AID 1001); 200,000 compounds, 0.03% hits; one-dose activation fold at 20 µM; EC50 in µM for titrated hits; purified TNAP, luminescent activation assay, no phosphate acceptor; higher activation fold means a stronger effect; in the data active means activation fold from about 3, or a potency from the dose series; inactive means the rest, 99 in 100 with activation fold below about 1.6; further: many of its hits are not listed in these tables
T cell HTS = T cell immune modulation candidate; 2C CD8+ T cell-vesicle binding, flow cytometry; hits give low values; calls only at 7 µM; 330,000 compounds, 0.068% hits;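 active means response, share of CD8 T cells binding vesicles, and their 90th percentile fluorescence all below set limits, cut at about 80% in these data, passing the limit was not always enough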
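System: murine 2C transgenic CD8+ T lymphocytes; also added: QL9-loaded Drosophila micro-vesicles; times: binding 1.5 h at 37 °C; measured by: flow cytometry, PE anti-B7-1 (FL2) versus Alexa647 anti-CD8 (FL8), PFA-fixed; control set: Peptide-free naked vesicles (low) and QL9 vesicles with 0.7% DMSO vehicle (high)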
RSV CPE inhibition = RSV antiviral activity via CPE protection, HEp-2 cells, primary 10 µM value included (AID 2391). HEp-2 cells, RSV-induced CPE inhibition; higher % means a stronger effect. CPE inhibition, % at 10 µM; hits with a dose series show IC50 in µM. 310,000 compounds, 0.13% hits; in the data active means a potency from the dose series; further: strong numbers were not always called active
K1F lysis inhibition = protection from phage-mediated lysis, alamar blue read-out – E. coli UTI89, K1F phage, bacterial capsule biogenesis inhibitors (AID 488966). inhibition, % at 100 µM, or IC50 in µM where a hit was titrated. E. coli UTI89 K1F phage lysis, alamar blue, 2 h; higher % means a stronger effect. 340,000 compounds, 0.02% hits;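 active means phage lysis inhibition, versus mean bacterial control, above a set limit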;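 further: capsule biogenesis inhibitors block K1F phage lysis so surviving cells raise fluorescence; higher fluorescence means more inhibition of phage lysis; actives were called in the ten point dose series up to 300 µM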
P. falciparum M17LAP = P. falciparum M17LAP inhibitors, primary screen, biochemical, fluorogenic H-Leu-NHMec substrate, 1536-well (AID 1619) | one-dose inhibition, % at 30 µM; IC50 in µM for titrated hits | 220,000 compounds, 0.38% hits | recombinant M17LAP, H-Leu-NHMec fluorogenic kinetic assay; higher % means a stronger effect;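 active means compound inhibiting the enzyme by more than half at any dose during confirmatory dose-response retesting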;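 further: plate controls were full reaction with DMSO carrier for no effect and no enzyme background for full effect; strong numbers were not always called active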
PMI inhibition = human PMI inhibitors, high substrate, primary screen, biochemical, fluorescence intensity, high mannose 6-phosphate (AID 1220); recombinant PMI enzyme, coupled fluorescence intensity; higher % means a stronger effect; inhibition, % at 20 µM; hits with a dose series show IC50 in µM; 190,000 compounds, 0.66% hits
M1AAP inhibition = P. falciparum M1AAP inhibitors, biochemical, fluorogenic H-Leu-NHMec substrate, 1536-well (AID 1445). recombinant M1AAP, H-Leu-NHMec fluorogenic kinetic assay; higher % means a stronger effect. one-dose inhibition, % at 30 µM; IC50 in µM for titrated hits. 220,000 compounds, 0.42% hits;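 active means primary inhibition above the hit cutoff, then over 50% inhibition at one or more dose response concentrations, cut at about 23% in these data, passing the limit was not always enough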;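 further: plate controls were DMSO full reaction for no effect and no enzyme background for full effect; strong numbers were not always called active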
T cell HTS vesicle-bound % = also measured in T cell HTS; calls as there; double positive events, %; measured here: CD8+ vesicle-bound cell fraction;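 binding gate set so that unloaded-vesicle control wells show 10% double positive cells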
An asterisk follows results filed as active; i = inactive; nt = no result given; [ ] = another dose, or the depositor's remark. Unless noted, no stated cut-off is given here; in the data, active means inhibition above about 50%; inactive means the rest. The order is random (roughly 1.5% active in at least one column).

No.	SMILES	West Nile antiviral	human PMI inhibition	TNAP activation fold	T cell HTS	T cell HTS vesicle-bound %	RSV CPE inhibition	K1F lysis inhibition	P. falciparum M17LAP	PMI inhibition	M1AAP inhibition
1	Cc1cc(C)cc(OCC(=O)NNC(=S)NC(=O)C2CC2)c1	-1.0%	nt	nt	i	19	1.5%	0.3%	nt	nt	nt
2	O=C(c1ccccc1)c1cnc(Nc2ccc(Cl)c(Cl)c2)s1	0.1%	-4%	1	i	44	0.6%	-0.1%	-2%	-3%	1%
3	O=C(O)c1cccnc1Sc1ccc(Br)cc1	0.2%	nt	nt	i	38	0.8%	0.3%	nt	nt	nt
4	O=[N+]([O-])c1ccc(S(=O)(=O)Nc2ccc3c(c2)OCCO3)cc1	-0.8%	nt	nt	i	7	1.3%	-0.9%	nt	nt	nt
5	CC(=O)c1sc(NC(=O)CCNC(=O)c2ccco2)nc1-c1ccccc1	0.4%	nt	nt	i	57	0.5%	0.1%	nt	nt	nt
6	C=CCn1c(N)c(-c2nc3ccccc3n2C)sc1=S	1.7%	3%	1.4	i	13	0.7%	5.5%	1%	-6%	-3%
7	N/C(=N\OC(=O)COc1ccccc1)c1ccncc1	-0.5%	nt	nt	i	8	1.6%	2.2%	1%	nt	-12%
8	CCCOc1ccc(C(C)=O)cc1CC(C(N)=O)C(N)=O	nt	2%	1.1	i	53	2.2%	1.6%	-6%	-3%	5%
9	COc1ccc(N(CC(=O)NCCC2=CCCCC2)S(=O)(=O)c2ccccc2F)cc1	0.1%	nt	nt	i	47	-0.5%	0.1%	-2%	nt	1%
10	CNc1nc(-c2ccc3c(c2)CCN3C(=O)c2cccc(F)c2)cs1	-0.1%	nt	nt	i	25	1.7%	0.4%	-4%	nt	12%
11	Cc1ccc(C(C)C)c(OCC(=O)NC2CCN(C)CC2)c1	-0.1%	nt	nt	i	9	-0.9%	1.1%[50 µM]	nt	nt	nt
12	c1ccc(Nc2nc(NCCN3CCOCC3)nc(Nc3ccccc3)n2)cc1	-0.6%	nt	nt	i	30	-1.5%	-2.1%	nt	nt	nt
13	C#CCSc1nnc(-c2c[nH]c3ccccc23)n1C	0.1%	8%	1.1	i	29	2.5%	-1.9%	10%	7%	6%
14	CCCCCCc1cc2cc(C(=O)OCC)c(=O)oc2cc1O	-1.0%	nt	nt	i	33	19%	0.1%	-5%	nt	7%
15	COc1ccc(N=Nc2cc(C)ccc2O)cc1	0.3%	nt	nt	i	59	6.1%	1.1%	5%	nt	10%
16	Cc1ccc(NC(=O)N2N=C(c3ccc(F)cc3)CC2c2ccc(F)cc2)cc1 (stereo not drawn)	-0.9%	7%	1.1	i	2	7.4%	1.1%[50 µM]	10%	3%	3%
17	O=C(Nc1ccccc1F)c1ccc(CN2CCc3ccccc3C2)cc1	-0.4%	nt	nt	i	45	3.7%	0.1%	nt	nt	nt
18	Cc1ccc(C)c(NC(=O)CSc2nnc(C3CCCCC3)o2)c1	-0.6%	nt	nt	i	39	1.7%	0.1%	nt	nt	nt
19	COCCSc1nnc(NC(=O)c2ccc(NC(=O)C(C)C)cc2)s1	0.5%	4%	1	i	11	1.3%	0.0%	-5%	-2%	0%
20	Cc1ccc(C(=O)CSc2cc(C)nc(SCC(=O)c3ccccc3)n2)cc1	0.6%	12%	1.1	i	16	1.6%	-0.1%	8%	8%	14%
21	Cc1nn(CCC#N)c(NC(=O)c2ccccc2)c1P(=O)(Nc1ccc(Br)cc1)N1CCOCC1 (stereo not drawn)	0.5%	-2%	1.1	i	42	0.2%	-0.2%	12%	8%	7%
22	CCN(CC)S(=O)(=O)c1ccc(C)c(NC(=O)COC(=O)CNC(=O)c2ccc(C(C)(C)C)cc2)c1	0.5%	7%	1	i	32	0.9%	-0.3%[50 µM]	-9%	11%	6%
23	CCc1ccc(NC(=O)CN(CC(=O)Nc2ccc(CC)cc2)CC(C)O)cc1 (stereo not drawn)	-2.5%	nt	nt	i	20	3.7%	-3.2%[50 µM]	nt	nt	nt
24	O=C(CCc1ccccc1)Nc1ccc(N2CCOCC2)c(Cl)c1	0.5%	11%	1	i	37	4.5%	-0.5%	-4%	12%	7%
25	CCCCOc1ccc(C(=O)NCC2(c3ccc(OC)cc3)CCOCC2)cc1	-1.0%	19%	1.1	i	12	1.7%	2.8%[50 µM]	2%	12%	10%
26	CCOC(=O)c1cnn(CCOC(=O)c2ccccc2F)c1NC(=O)c1ccccc1F	-0.6%	5%	1.1	i	24	0.0%	0.4%[50 µM]	11%	3%	-5%
27	OC(CN1CCN(c2cccc(Cl)c2)CC1)c1ccc(F)cc1 (stereo not drawn)	-0.9%	nt	nt	i	51	5.7%	0.2%	nt	nt	nt
28	CCOC(=O)c1ccc(NC(=O)CN2C(=O)NC3(CCCCCC3)C2=O)cc1	0.5%	4%	1.2	i	30	4.8%	0.1%	-2%	3%	-8%
29	Cc1onc(COc2ccccc2O)c1Br	-0.5%	7%	1.1	i	30	3.6%	-0.1%	-2%	0%	8%
30	COc1ccc(S(=O)(=O)N2CCCCCC2)cc1C(=O)NC1(C)CCS(=O)(=O)C1 (stereo not drawn)	1.9%	nt	nt	i	64	2.4%	-0.2%	nt	nt	nt
31	COc1ccc(-c2ccc(OC)c([C@H]3[C@@H]4C=CCC[C@@]4(C)C(=O)N3Cc3ccccc3)c2)cc1OC	2.4%	nt	nt	i	38	-0.4%	0.4%	0%	nt	-1%
32	Nn1c(Nc2ccc(Cl)cc2)nncc1=O	0.2%	-2%	1	i	28	-0.5%	0.3%	10%	-4%	3%
33	CCN(CC)S(=O)(=O)c1ccc(Cl)nc1	-0.2%	0%	1.1	i	41	-0.9%	1.1%	4%	1%	9%
34	COc1ccc(C(=O)N2CCN(C3CCN(Cc4ccccc4)CC3)CC2)cc1OC	nt	-8%	0.8	i	31	nt	-0.3%	4%	-11%	-5%
35	COc1ccc(-c2cn[nH]c2C)cc1	-0.7%	nt	nt	i	22	10%	-0.2%	3%	nt	4%
36	COc1ccc(NC(=O)C2CCCN2C(=O)Oc2ccccc2)cc1 (stereo not drawn)	0.6%	-3%	1	i	37	-0.4%	-0.7%	5%	0%	0%
37	COc1ccc2c(c1)SC1=NCCS(=O)(=O)N12	nt	5%	1	i	34	9.7%	-1.3%	-9%	10%	3%
38	CN(C)S(=O)(=O)c1ccc(C(=O)N2CCN=C2SCc2ccccc2)cc1	1.2%	-9%	1	i	50	1.5%	-0.1%	-4%	3%	-6%
39	Cc1c(C(=O)NC(=S)Nc2ccc(NC(=O)c3cccs3)cc2)cccc1[N+](=O)[O-]	-0.2%	nt	nt	i	48	4.5%	0.8%	nt	nt	nt
40	CN(C(=O)COC(=O)c1sc2ccccc2c1Cl)C1CCCCC1	0.3%	0%	1	i	30	0.9%	11%	2%	-2%	7%
41	COc1ccc(C(=O)/C=C/c2cc(C(=O)O)cc3c2OCOC3)c(O)c1	0.1%	nt	nt	i	22	0.4%	-0.4%	6%	nt	13%
42	CCOc1cc(C(=O)Nc2cc(C)ccn2)cc(OCC)c1OCC	-1.1%	-15%	1.1	i	15	-1.1%	-0.1%	2%	-7%	0%
43	CC(=O)c1cccc(N(C(=O)CS(=O)CC(=O)Nc2ccc(F)cc2)C(C(=O)NC2CCCCC2)c2ccc(C)o2)c1 (stereo not drawn)	-0.7%	16%	1	i	16	1.7%	-0.2%	6%	8%	7%
44	COC(=O)c1cn(NC(=O)Cc2cccc(C(F)(F)F)c2)c(=O)c2ccccc12	2.0%	-2%	1.1	i	36	0.3%	-0.1%	11%	1%	5%
45	Cc1cnc(C(=O)OCC(=O)c2cc(C)n(C)c2C)cn1	-0.4%	-3%	1	i	2	2.0%	-0.1%	4%	1%	6%

Single records (already shown):
OC(CN1CCN(c2cccc(Cl)c2)CC1)c1ccc(F)cc1 (stereo not drawn) in the list: West Nile antiviral = -0.9%; human PMI inhibition = nt; TNAP activation fold = nt; T cell HTS = i; T cell HTS vesicle-bound % = 51; RSV CPE inhibition = 5.7%; K1F lysis inhibition = 0.2%; P. falciparum M17LAP = nt; PMI inhibition = nt; M1AAP inhibition = nt
O=C(O)c1cccnc1Sc1ccc(Br)cc1 in the list: West Nile antiviral = 0.2%; human PMI inhibition = nt; TNAP activation fold = nt; T cell HTS = i; T cell HTS vesicle-bound % = 38; RSV CPE inhibition = 0.8%; K1F lysis inhibition = 0.3%; P. falciparum M17LAP = nt; PMI inhibition = nt; M1AAP inhibition = nt

(cont.)
No.	SMILES	West Nile antiviral	human PMI inhibition	TNAP activation fold	T cell HTS	T cell HTS vesicle-bound %	RSV CPE inhibition	K1F lysis inhibition	P. falciparum M17LAP	PMI inhibition	M1AAP inhibition
46	O=C(C1CC(Cl)CN1S(=O)(=O)c1ccc(Cl)cc1)N1CCOCC1 (stereo not drawn)	-0.4%	-1%	1.1	i	43	-2.1%	0.6%	3%	-4%	-2%
47	O=C(CN1CCN(c2ncccn2)CC1)Nc1ccccc1-n1cccc1	0.4%	-17%	1	i	23	5.3%	0.1%	6%	-24%	-1%
48	COc1cc(C(=O)OCC(=O)Nc2cc(C)on2)cc(OC)c1OC	0.4%	-1%	1.1	i	14	-0.1%	6.7%	0%	-3%	4%
49	CCN1C(=O)C2C(c3ccc(O)c(OC)c3)NC(C)(C(=O)OC)C2C1=O (stereo not drawn)	-0.2%	-3%	1.1	i	37	0.7%	9.2%	-7%	8%	-3%
50	COc1ccccc1OCC(O)CNCc1ccc2c(c1)OCO2 (stereo not drawn)	-0.4%	nt	nt	i	27	1.6%	0.6%	-1%	nt	1%
51	Fc1ccc(CN2CCN(C(=S)NCCc3ccccc3)CC2)c(Cl)c1	-1.6%	3%	1.1	i	39	-3.2%	-1.3%	-2%	-3%	5%
52	COc1cc(C(CC(=O)Nc2ccc(C)cn2)N2Cc3ccccc3C2=O)cc(OC)c1OC (stereo not drawn)	-0.5%	nt	nt	i	45	0.5%	0.0%	nt	nt	nt
53	Cc1ccc(S(=O)(=O)NCc2ccc3[nH]c(C)cc3c2)cc1	0.3%	-10%	1.1	i	52	2.7%	-0.2%	1%	19%	5%
54	Cn1c(OCc2cccnc2)nc2c1c(=O)n(Cc1ccc(Cl)cc1)c(=O)n2C	1.1%	nt	nt	i	12	3.9%	-0.1%	nt	nt	nt
55	Cc1ccc(NC(=O)c2ccc(CSc3ccccn3)cc2)c(O)c1	-0.5%	nt	nt	i	24	4.9%	-0.7%	7%	nt	8%
56	CCOc1ccc(-c2nnc(-c3ccco3)o2)cc1OCC	-0.1%	14%	1.1	i	36	3.1%	0.2%	-16%	10%	0%
57	CC(C)N(CCNC(=O)c1cn(C)c2ccc(S(=O)(=O)N(C)C)cc2c1=O)Cc1ccccc1	-0.2%	-10%	0.9	i	48	-0.9%	1.7%	12%	-10%	4%
58	Cc1c(N2C(=O)c3ccccc3C2=O)c(=O)n(-c2ccccc2)n1C	0.3%	-12%	1	i	23	0.9%	0.2%	5%	-21%	5%

Source: PubChem BioAssay (several laboratories)
